Screening data as filed in PubChem BioAssay.
Yp Topo-I inh: inhibitors of Yersinia pestis topoisomerase I; Y. pestis Topo-I cleavage product accumulation, plate reader; activity, % at 10 µM; hit rate 0.064% among 360,000; in the data active = activity above about 50%, passing the limit was not always enough; inconclusive = no clear call, values can overlap the other calls; also: inactives centre near 2
PrPC surface inh: cell surface PrPC inhibition, primary TR-FRET screen; inhibition, % at 13.8 µM; P04156; TR-FRET read-out; hit rate 0.43% among 370,000; AID 720596; in the data active = inhibition above about 24%; also: 0% = median of the test wells and 100% = reference compound wells
TcdB GH inh: blocks C. difficile toxin B glycohydrolase activity | TcdB glycohydrolase enzymatic assay, plate reader | AID 652162 | hit rate 0.24% among 350,000 | inhibition, % at 9.99 µM; in the data active = inhibition above about 10%
SSB-PriA inh: inhibitors of Klebsiella pneumoniae PriA binding to SSB C-terminal tail | AlphaScreen SSBct-PriA binding, biotinylated peptide | inhibition, % at 33 µM | hit rate 0.6% among 430,000; in the data active = inhibition mostly above about 37%, no sharp cut-off; inactive = mostly below about 20%;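 also: plate controls were negative control peptide for no effect and reference peptide for full effect; strong numbers were not always called active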
SARS 3CLpro inh: SARS-CoV 3CLpro protease inhibition; P0C6X7; recombinant SARS-CoV 3CLpro, quenched FRET peptide cleavage; inhibition, % at 6 µM; hit rate 0.14% among 290,000; AID 1706; in the data active = inhibition above about 12%
Anthrax LF prot: blocks Bacillus anthracis lethal factor protease. P15917. multiplex microsphere protease cleavage assay, LF. inhibition, % at 10 µM. hit rate 0.12% among 360,000. AID 588501; also: plate controls were buffer without enzyme for full effect and enzyme alone for no effect
Target sequence (P15917 whole entry, looked up): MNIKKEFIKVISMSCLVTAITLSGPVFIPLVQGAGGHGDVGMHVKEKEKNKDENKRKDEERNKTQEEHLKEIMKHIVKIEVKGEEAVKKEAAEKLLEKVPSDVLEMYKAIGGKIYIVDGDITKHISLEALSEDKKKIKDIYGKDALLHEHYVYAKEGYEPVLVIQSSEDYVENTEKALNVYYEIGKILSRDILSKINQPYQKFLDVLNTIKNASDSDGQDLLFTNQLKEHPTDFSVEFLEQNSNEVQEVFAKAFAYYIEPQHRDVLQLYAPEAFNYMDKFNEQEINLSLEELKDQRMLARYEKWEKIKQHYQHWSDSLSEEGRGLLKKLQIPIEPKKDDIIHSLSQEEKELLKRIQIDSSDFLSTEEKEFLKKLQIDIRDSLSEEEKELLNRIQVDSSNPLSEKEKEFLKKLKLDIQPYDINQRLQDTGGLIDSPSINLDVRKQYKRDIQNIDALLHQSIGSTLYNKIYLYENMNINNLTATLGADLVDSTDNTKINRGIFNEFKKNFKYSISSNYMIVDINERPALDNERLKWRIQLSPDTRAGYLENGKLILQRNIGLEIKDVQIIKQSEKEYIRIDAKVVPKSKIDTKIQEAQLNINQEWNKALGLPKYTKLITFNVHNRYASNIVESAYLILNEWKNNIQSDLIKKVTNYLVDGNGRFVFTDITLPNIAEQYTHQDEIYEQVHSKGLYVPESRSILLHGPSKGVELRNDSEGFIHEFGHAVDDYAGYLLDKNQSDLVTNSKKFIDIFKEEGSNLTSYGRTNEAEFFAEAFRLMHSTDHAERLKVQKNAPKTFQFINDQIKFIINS
Vc quorum ag: quorum light induction in luxS cqsA deficient V. cholerae | AID 588436 | hit rate 0.16% among 350,000 | activation, % at 18.7 µM | V. cholerae BH1578 lux reporter, luminescence, 6 h; in the data active = activation mostly above about 9.7%, no sharp cut-off; inconclusive = no clear call, values can overlap the other calls; inactive = mostly below about 3.7%; also: not every result past the cut was called active; inactives centre near 0; reference of the scale not given here
BoNT A protease: inhibitors of Botulinum neurotoxin A light chain protease; multiplex microsphere protease substrate cleavage, flow cytometry; hit rate 0.17% among 360,000; inhibition, % at 10 µM; AID 588499; also: plate controls were buffer without enzyme for full effect and enzyme alone for no effect
PfHsp40 yeast: compounds rescuing yeast from Plasmodium falciparum HSP40 toxicity; S. cerevisiae expressing PfHsp40, growth rescue, ATP luminescence; growth rescue, % at 12.5 µM; hit rate 0.68% among 340,000; AID 504582; in the data active = growth rescue above about 28%, passing the limit was not always enough; inconclusive = no clear call, values can overlap the other calls;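 also: yeast W303a lacking pdr1 and pdr3 grown in galactose medium; growth measured after three days at 30 °C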
Numbers without * were called inactive; i = inactive; u = inconclusive; x = no result given. Rule as the data show it, unless noted: active = inhibition above about 30%; inconclusive = no clear call, values can overlap the other calls; inactive = below that. A portion of the library (hit frequency here may not be typical).

SMILES	Yp Topo-I inh	PrPC surface inh	TcdB GH inh	SSB-PriA inh	SARS 3CLpro inh	Anthrax LF prot	Vc quorum ag	BoNT A protease	PfHsp40 yeast
O=C(N/N=C/c1ccncc1)C12CC3CC(CC(C3)C1)C2	6	5	1.1	x	-3	-6	0.0	-0.5	-0.4
CCN(CC)S(=O)(=O)c1cc([N+](=O)[O-])ccc1NNC(=O)Nc1ccccc1OC	-2	-6	x	25	1	-2	i	-0.3	0.0
CS(=O)(=O)N1CCCC(C(=O)NCc2ccc(F)cc2Cl)C1 (stereo unspecified)	4	10	x	4	-4	-1	-1.5	-0.7	-0.6
CCOC(=O)c1c(C)[nH]c(=S)c(C#N)c1-c1ccc(Cl)cc1	0	-4	1.7	8	6	1	-0.3	3.2	18
FC(F)(F)c1cc(Cl)c2nc(-c3cccc(Cl)c3)c(Cc3cccc(Cl)c3)n2c1	x	3	0.5	x	x	-5	x	0.6	x
CC1(C)CC(O)(CCNCc2ccc3c(c2)OCO3)CCO1 (stereo unspecified)	-2	-2	x	-4	-9	-3	i	-0.6	-0.8
COc1cccc(CC(=O)Nc2ccc3c(c2)c(=O)n(C)n3-c2ccc(C(C)(C)C)cc2)c1	26	8	-3.1	x	x	-3	-5.0	0.1	x
Cc1ccccc1C(=O)N1CCN(c2ncnc3c2cnn3-c2ccccc2)CC1	19	7	x	-9	3	-2	3.8	-0.5	2.0
Cn1nc(C(=O)NNC(=O)c2ccc(Cl)cc2)ccc1=O	6	-4	2.4	2	x	4	i	1.8	-2.2
CC1(c2nnc(-c3cccc(Cl)c3)o2)CC(c2ccc(Cl)cc2)=NO1 (stereo unspecified)	-4	-5	0.2	-6	x	7	-0.9	-0.5	-1.4
O=C(N/N=C/c1cc(Br)cs1)C(O)c1ccccc1 (stereo unspecified)	0	-13	0.6	x	-4	6	0.0	-0.6	-0.2
CCC1C(=O)c2ccccc2N(C)C1=O (stereo unspecified)	-5	0	1.2	-23	6	-1	i	-0.6	-1.2
COc1ccc(-n2c(CNc3ccc(C)cc3)nnc2SCC(=O)Nc2nc(-c3ccccc3)cs2)cc1	11	-1	x	-7	-1	1	i	u	0.1
COc1ccc([C@H]2CC(=O)C=C(c3ccc4ncccc4c3)C2)cc1	3	-3	-2.5	-9	x	-8	-0.4	0.3	8.8
CC(NC(=O)CCNC(=O)N1CCn2c1nc1ccccc12)c1ccccc1 (stereo unspecified)	-9	-2	0.5	3	-1	-2	-0.3	0.0	-0.4
CNC(=O)C12N=CNN=C1N(C)C(=O)N2C (stereo unspecified)	-5	1	0.9	-5	6	0	i	-0.9	-0.4
FC(F)(F)c1nc2ccccc2n2c(-c3ccc(Cl)cc3Cl)nnc12	-4	-11	x	-10	-9	0	-0.6	-0.2	0.5
Cc1cc(OCCCCCn2ccnc2)cc(C)c1Cl	14	10	2.4	15	1	6	i	-1.4	-0.6
COc1cc(/C=C/C(=O)N2CCN(c3n[nH]c(=O)[nH]c3=O)CC2)cc(OC)c1OC	4	1	1.3	3	0	-1	i	-0.2	-0.9
CC(C)(C)c1cc(CCC(=O)NN)cc(C(C)(C)C)c1O	2	9	1.3	0	1	-5	2.4	0.1	3.6
COC(=O)CCCC1=CC2=CC(=O)C(C)(OC(=O)c3cccs3)C(=O)C2=CN1C1CC1 (stereo unspecified)	-4	-17	-2.5	-10	x	-6	-3.7	-0.4	-0.3
CCN(CC)CCN(C(=O)c1ccccc1OC)c1nc2ccc(F)cc2s1	-4	5	1.4	16	-1	x	-1.2	x	-1.6
O=C(Nc1ccc(Cl)cc1)c1cc(-c2cccs2)on1	1	5	0.5	-20	3	1	i	0.7	-1.8
CCCc1cc(=O)[nH]c(SCCOc2ccc(Cl)cc2)n1	5	-6	x	-10	5	-8	-1.6	0.4	0.0
Cc1ccc(CCNC(=O)C2CCCN(S(=O)(=O)c3cnc[nH]3)C2)cc1 (stereo unspecified)	-1	-3	0.0	-3	-1	1	-0.2	-0.4	-0.3
O=C(NCCc1cccc(F)c1)C1CCN(S(=O)(=O)c2ccccc2)CC1	2	1	1.4	2	4	0	-3.0	0.3	0.5
COc1cccc(N2CCN(c3ccc4nnc(CCC(=O)Nc5ccc(F)cc5)n4n3)CC2)c1	12	-7	1.1	-4	4	0	-0.4	1.4	1.3
COc1ccc(Nc2nc(N(C)c3ccccc3)nc(N)c2[N+](=O)[O-])cc1	0	4	1.0	-1	1	1	i	-2.1	-1.3
CN(C)c1nc(Nc2ccc(Cl)cc2)nc(OCC#N)n1	-2	6	-0.1	-18	-2	-6	-0.2	-1.2	-0.7
S=C1SCCCN1Cc1ccc(Cl)cc1	4	0	1.4	x	x	-3	i	-0.4	x
CS(=O)(=O)Nc1cccc(C(=O)OCCCOc2ccc(F)cc2)c1	12	0	0.0	-20	0	-21	0.6	-0.7	1.1
CCC(CC)C(=O)N(C)c1c(C)nc2c(OCc3ccc(F)c(F)c3)cccn12	10	14	1.7	x	x	-12	0.6	-0.5	x
C=CCn1cc(C(=O)OC)c(=O)c2cc(S(=O)(=O)N(CC)CC)ccc21	3	1	2.4	-18	5	1	-0.4	-0.6	-0.8
CCOC(=O)C1(CCOC)CCN(C2C3CC4CC(C3)CC2C4)CC1 (stereo unspecified)	-3	-8	0.4	-1	-1	0	-0.1	-0.2	-0.2
Cc1c(N/C(=N/S(=O)(=O)c2cc([N+](=O)[O-])ccc2Cl)c2ccccc2)c(=O)n(-c2ccccc2)n1C	5	-24	1.3	x	1	-4	-0.4	-0.8	-1.1
N#Cc1ccc(Cl)cc1NC(=O)CNc1cccc(S(=O)(=O)N2CCCC2)c1	7	1	1.4	1	x	-1	1.2	0.3	-0.5
CC(=O)Oc1ccccc1N1C(=O)c2ccc(C(=O)O)cc2C1=O	-2	7	x	-5	-3	5	-0.3	0.2	-1.1
O=C(CNS(=O)(=O)c1cccc2nsnc12)NC1CCCCC1	-3	-34	x	-9	2	4	i	-0.8	-1.1
O=S(=O)(c1cccc(COc2ccc(Cl)cc2Cl)c1)N1CCOCC1	49	8	1.0	-18	6	-3	-5.3	-3.4	3.0
Cn1c(CCNS(=O)(=O)c2ccc(F)cc2)nnc1SCc1cccnc1	8	4	-0.1	2	-5	0	-2.3	1.9	-0.4
CN(CC(=O)Nc1cccc(F)c1)C(=O)CCc1nc2cc(S(=O)(=O)N3CCOCC3)ccc2n1C	16	2	1.0	-15	x	0	-0.3	0.9	-1.0
COc1cc(CNC(=O)c2ccc3c(c2)S(=O)(=O)c2ccccc2C3=O)cc(OC)c1	20	-2	x	18	x	-7	i	-1.3	13
c1ccc(N=NN2CCOCC2)cc1	2	7	1.2	x	x	1	i	-0.4	x
O=C(CSc1ncnc2sc3c(c12)CCCCC3)NCc1ccco1	5	15	x	-16	4	-3	2.1	-0.6	-0.2
CC(C)c1c(C(=O)N/N=C/c2ccc(C(F)(F)F)cc2)nnn1-c1nonc1N	-6	10	2.9	x	11	-1	-6.9	0.6	-1.2
CCOC(=O)C1CCCCN1Cc1cn[nH]c1-c1ccc(F)cc1F (stereo unspecified)	-1	-1	0.7	-3	3	2	-0.3	-0.1	-0.9
CC1(C(=O)Nc2cccc3cccnc23)CCN1Cc1cccc2c1OCO2 (stereo unspecified)	4	4	0.6	x	x	-3	0.2	-0.3	x
O=C(CCN1C(=O)/C(=C/c2ccc(F)cc2)SC1=S)NCCCn1ccnc1	1	-1	-0.5	5	0	-2	-0.4	0.9	-1.9
O=C(COC(=O)COc1ccc2ccccc2c1)NC1CCCc2ccccc21 (stereo unspecified)	24	-3	0.7	4	-1	-2	-1.1	0.4	-0.2
CNC(=S)NNC(=O)c1sccc1C	-1	5	x	-8	-3	0	-0.8	0.7	-0.3

Next compounds follow:
SMILES	Yp Topo-I inh	PrPC surface inh	TcdB GH inh	SSB-PriA inh	SARS 3CLpro inh	Anthrax LF prot	Vc quorum ag	BoNT A protease	PfHsp40 yeast
C/C(=N\Nc1ccc([N+](=O)[O-])cc1[N+](=O)[O-])c1ccc(-n2nncc2C(C)(C)C)cc1	3	2	0.3	x	7	0	i	-0.6	-0.2
Cc1ccc(S(=O)(=O)Nc2ccccc2CNC2CCCCC2)cc1	0	-4	1.3	-5	2	-5	-0.4	-0.3	-0.8
COC(=O)CCCC1=CC2=C(c3ccccc3)C(=O)C(C)(OC(=O)C3CCCC3)C(=O)C2=CN1CC1CC1 (stereo unspecified)	-4	-11	-1.4	0	x	-6	-0.4	1.4	-0.6
O=C1NC(=O)C2(Cc3ccccc3N3CCOCC32)C(=O)N1c1ccccc1 (stereo unspecified)	-13	7	0.1	2	-3	-1	0.0	1.2	-1.5
Cc1ccc(NC(=O)CN(C)C(C)C(=O)Nc2ccc(S(=O)(=O)N3CCCC3)cc2)cc1 (stereo unspecified)	7	-5	1.7	-4	x	2	i	-0.8	0.7
O=C(Nc1ccc(Cl)cc1)C1CCCC1	0	14	3.3	-19	-5	2	-0.5	3.3	0.7
CCC(=NNC(=O)c1ccc2c(c1)nc(C)n2CC)c1cc(F)ccc1O	21	-4	-1.0	-6	x	-10	i	-0.1	-1.2

13 of these compounds in another layout:
| canonical_smiles | Yp Topo-I inh | PrPC surface inh | TcdB GH inh | SSB-PriA inh | SARS 3CLpro inh | Anthrax LF prot | Vc quorum ag | BoNT A protease | PfHsp40 yeast |
| --- | --- | --- | --- | --- | --- | --- | --- | --- | --- |
| CC(C)c1c(C(=O)N/N=C/c2ccc(C(F)(F)F)cc2)nnn1-c1nonc1N | -6 | 10 | 2.9 | x | 11 | -1 | -6.9 | 0.6 | -1.2 |
| CCOC(=O)C1CCCCN1Cc1cn[nH]c1-c1ccc(F)cc1F (stereo unspecified) | -1 | -1 | 0.7 | -3 | 3 | 2 | -0.3 | -0.1 | -0.9 |
| CC1(C(=O)Nc2cccc3cccnc23)CCN1Cc1cccc2c1OCO2 (stereo unspecified) | 4 | 4 | 0.6 | x | x | -3 | 0.2 | -0.3 | x |
| O=C(CCN1C(=O)/C(=C/c2ccc(F)cc2)SC1=S)NCCCn1ccnc1 | 1 | -1 | -0.5 | 5 | 0 | -2 | -0.4 | 0.9 | -1.9 |
| O=C(COC(=O)COc1ccc2ccccc2c1)NC1CCCc2ccccc21 (stereo unspecified) | 24 | -3 | 0.7 | 4 | -1 | -2 | -1.1 | 0.4 | -0.2 |
| CNC(=S)NNC(=O)c1sccc1C | -1 | 5 | x | -8 | -3 | 0 | -0.8 | 0.7 | -0.3 |
| C/C(=N\Nc1ccc([N+](=O)[O-])cc1[N+](=O)[O-])c1ccc(-n2nncc2C(C)(C)C)cc1 | 3 | 2 | 0.3 | x | 7 | 0 | i | -0.6 | -0.2 |
| Cc1ccc(S(=O)(=O)Nc2ccccc2CNC2CCCCC2)cc1 | 0 | -4 | 1.3 | -5 | 2 | -5 | -0.4 | -0.3 | -0.8 |
| COC(=O)CCCC1=CC2=C(c3ccccc3)C(=O)C(C)(OC(=O)C3CCCC3)C(=O)C2=CN1CC1CC1 (stereo unspecified) | -4 | -11 | -1.4 | 0 | x | -6 | -0.4 | 1.4 | -0.6 |
| O=C1NC(=O)C2(Cc3ccccc3N3CCOCC32)C(=O)N1c1ccccc1 (stereo unspecified) | -13 | 7 | 0.1 | 2 | -3 | -1 | 0.0 | 1.2 | -1.5 |
| Cc1ccc(NC(=O)CN(C)C(C)C(=O)Nc2ccc(S(=O)(=O)N3CCCC3)cc2)cc1 (stereo unspecified) | 7 | -5 | 1.7 | -4 | x | 2 | i | -0.8 | 0.7 |
| O=C(Nc1ccc(Cl)cc1)C1CCCC1 | 0 | 14 | 3.3 | -19 | -5 | 2 | -0.5 | 3.3 | 0.7 |
| CCC(=NNC(=O)c1ccc2c(c1)nc(C)n2CC)c1cc(F)ccc1O | 21 | -4 | -1.0 | -6 | x | -10 | i | -0.1 | -1.2 |
